Bioassay records as filed in PubChem.
SENP8 block-1: inhibitors of human SENP8 protease. purified SENP8, Z-RLRGG-aminoluciferin cleavage, luminescence. inhibition, % at 10 µM. 1.2% of 330,000 active. AID 2540; in the data active = inhibition above about 50%
Target sequence (Q96LD8 whole entry, looked up): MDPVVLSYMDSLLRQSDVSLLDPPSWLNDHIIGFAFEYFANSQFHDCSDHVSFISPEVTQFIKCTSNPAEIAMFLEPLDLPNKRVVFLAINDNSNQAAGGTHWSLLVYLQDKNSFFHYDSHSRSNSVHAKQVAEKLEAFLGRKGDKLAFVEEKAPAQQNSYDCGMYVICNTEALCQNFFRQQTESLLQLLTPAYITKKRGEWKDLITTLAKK
Apaf-1 inh: human Apaf-1 inhibition. inhibition, % at 20 µM. AID 489030. reconstituted apoptosome caspase-3 activity, DEVD-Rh110 fluorescence. 0.71% of 330,000 active. O14727; active = inhibition of at least 40% at 20 µM;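 also: plate controls were DMSO wells for no effect and DEVD-CHO caspase inhibitor wells for full effect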
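System – cell-free apoptosome with Apaf-1, procaspase-3 and caspase-9 · Buffer or medium – pH 7.5 Hepes buffer with CHAPS, BSA, DTT · Also added – cytochrome c with DEVD-Rh110 · Times – 30 min compound preincubation, 50 min activation, room temperature · Technique – Rh110 fluorescence intensity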
NLRP3 yeast inh: NALP3 inhibition in yeast; Yeast reconstituted NLRP3/ASC/caspase-1, beta-gal luminescence, 24 h; inhibition, % at 10 µM; 0.39% of 330,000 active; AID 2825;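 active = inhibition of 50% or more; inactive = inhibition below 50%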;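 also: plate controls were induced DMSO wells for no effect and uninduced yeast grown without galactose for full effect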
SENP7 block: SENP7 protease inhibition | inhibition, % at 5 µM | Q9BQF6 | 1.5% of 330,000 active | recombinant SENP7, Z-RLRGG-aminoluciferin luminescence, 40 min;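 active = inhibition above about 50% at the single test dose, limit read from the data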;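 also: plate controls were DMSO with enzyme for no effect and no enzyme buffer wells for full effect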
Target sequence (Q9BQF6 706-1050 limits assumed): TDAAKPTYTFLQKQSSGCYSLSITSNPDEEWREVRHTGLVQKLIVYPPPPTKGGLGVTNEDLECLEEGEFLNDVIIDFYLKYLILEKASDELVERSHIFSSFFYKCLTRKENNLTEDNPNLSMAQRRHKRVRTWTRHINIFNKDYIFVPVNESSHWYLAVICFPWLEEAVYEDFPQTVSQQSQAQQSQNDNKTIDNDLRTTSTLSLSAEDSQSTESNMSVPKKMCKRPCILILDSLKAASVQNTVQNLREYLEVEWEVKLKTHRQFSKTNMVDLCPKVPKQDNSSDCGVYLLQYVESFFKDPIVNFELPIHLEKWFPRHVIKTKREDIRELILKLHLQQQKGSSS
SENP8 block-2: blocks human SENP8 cleavage of Nedd8 substrate; Q96LD8; inhibition, % at 20 µM; 0.64% of 360,000 active; AID 602440; recombinant SENP8, Nedd8 substrate fluorescence; in the data active = inhibition mostly above about 40%, no sharp cut-off; inactive = mostly below about 27%
HKDC1 inh: HKDC1 (human) hexokinase inhibition; Q2TB90; recombinant HKDC1, G6PDH/diaphorase resazurin coupled fluorescence; inhibition, % at 20 µM; 0.16% of 340,000 active; AID 493160;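 active = inhibition above about 35% when tested at 20 µM, limit read from the data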;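 also: plate controls were DMSO wells with enzyme for no effect and DMSO wells lacking enzyme for full effect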
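Test system: recombinant HKDC1 (HK5) hexokinase enzyme, produced in-house / Doses: 20 µM test compound, 1% DMSO / Timing: 90 min, room temperature / Detection: G6PDH/diaphorase-coupled fluorescence, 1 mM NADP, 100 µM resazurin, 525/613 nm / Control set: DMSO wells with and without enzyme mix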
SENP1 FRET inh: blocks the human SENP1 SUMO protease catalytic domain. Q9P0U3. recombinant SENP1 catalytic domain, CyPet-SUMO1-YPet FRET cleavage. inhibition, % at 10 µM. 0.21% of 360,000 active. AID 624204;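 active = inhibition at least 30% at 10 µM, raw YFP signal under a set limit, fluorescence ratio 0.5 to 1.5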;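 also: 0% = enzyme with DMSO and 100% = no enzyme wells; some results filed as inactive read as strong as hits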
Target sequence (Q9P0U3 419-644 limits assumed): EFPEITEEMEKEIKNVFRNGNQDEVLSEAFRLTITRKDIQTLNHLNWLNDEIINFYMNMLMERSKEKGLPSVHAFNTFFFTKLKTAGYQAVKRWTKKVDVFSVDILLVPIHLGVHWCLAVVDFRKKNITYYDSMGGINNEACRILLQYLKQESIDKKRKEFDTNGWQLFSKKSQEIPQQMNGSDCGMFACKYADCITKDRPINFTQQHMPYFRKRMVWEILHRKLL
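System: Recombinant human SENP1 catalytic domain, His6-tagged | Incubation: Enzyme reaction for 50 min at room temperature, dark | Medium: Tris pH 8 with BME, BSA, NP40 and catalase | Also added: 25 nM SUMO1 FRET substrate | Compound: 10 µM single point, 0.5% DMSO | Measured by: FRET fluorescence in CFP and YFP emission channels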
PfGluPho inh: PfG6PD (Plasmodium falciparum) enzyme inhibition; PfGluPho enzyme, NADPH resazurin-diaphorase fluorescence; inhibition, % at 20 µM; 0.78% of 350,000 active; AID 504690;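 active = inhibition reaching at least a set limit at 20 µM in the primary screen, cut at about 59% in these data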;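 also: 0% = DMSO wells with substrate and 100% = DMSO wells lacking glucose-6-phosphate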
SENP6 block: SENP6 protease inhibition; AID 2599; Recombinant SENP6 catalytic domain, aminoluciferin luminescence; inhibition, % at 10 µM; 1.8% of 330,000 active;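 active = inhibition above about 50% at the single tested dose, limit read from the data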;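 also: plate controls were DMSO wells with enzyme for no effect and DMSO wells lacking enzyme for full effect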
* hit, by the source's call; i = inactive; / = not tested or not shown.

Values in the order – SENP8 block-1	Apaf-1 inh	NLRP3 yeast inh	SENP7 block	SENP8 block-2	HKDC1 inh	SENP1 FRET inh	PfGluPho inh	SENP6 block
- Cc1ccc(C(C(=O)NCC2CCCO2)N(C(=O)c2snc(C(N)=O)c2N)c2ccc(C)c(C)c2)o1 (stereo not drawn)
    -4	15	10	0	-311	-4	-18	11	22
- Cc1ccc(C(=O)Cc2cc3ccccc3oc2=O)c(C)c1
    -16	11	17	9	15	-1	-1	14	9
- Cc1ccc(Nc2cc(C)nc3nc(C)nn23)cc1
    9	-3	11	-2	12	0	5	-9	13
- CSCCC(NC(=O)c1ccc(Cl)cc1Cl)C(=O)NCC(c1cccs1)N(C)C (stereo not drawn)
    /	/	/	/	6	-6	-1	1	/
- CC(C(=O)NCc1ccco1)n1ccc2cc(S(=O)(=O)N3CCCCC3)ccc21 (stereo not drawn)
    -6	6	7	6	6	5	0	-7	4
- Oc1ccc(Cl)cc1C1=NNC(c2cccs2)C1 (stereo not drawn)
    -4	3	-12	-4	-91	-3	4	-9	3
- c1ccc(-c2nn[nH]n2)cc1
    5	-5	22	2	5	0	1	6	-13
- CCOC(=O)c1c(C)[nH]c(C(=O)N/N=C\c2ccccc2Cl)c1C
    -5	12	11	-5	1	-6	2	8	-6
- O=C(CCn1c(=O)oc2ccc(Cl)cc21)N1CCN(c2ccccc2)CC1
    0	2	23	-1	12	-2	1	2	-15
- CC1=NNC(=O)c2ccccc2O1
    6	-2	11	1	-58	-4	3	13	-6
- CC/C(=N\NC(=S)Nc1ccc(OC)cc1)c1ccc(OC(F)F)cc1
    -10	-2	25	-1	12	-5	2	-3	-5
- COc1ccc(CCNC(=O)CN2C(=O)CCSc3ccccc32)c(OC)c1
    1	-4	11	-8	14	-9	2	-2	5
- O=C(CSc1nc2ccccc2s1)N1N=C(c2cccs2)CC1c1ccc(F)cc1 (stereo not drawn)
    -6	14	0	1	-390	16	3	20	-13
- O=C(COC(=O)C1CCN(S(=O)(=O)c2ccc3c(c2)OCCO3)CC1)Nc1cc(C(F)(F)F)ccc1Cl
    -10	13	-1	-9	3	-3	1	-4	-14
- CCC(OC(=O)c1cccs1)C(=O)NCc1ccc(C)cc1 (stereo not drawn)
    0	1	32	7	3	-3	3	-10	-1
- O=C(CSc1ccccc1)NC1CCCCCCC1
    -3	-15	28	-3	5	-5	1	-2	-22
- O=S(=O)(Nc1ccc2cn[nH]c2c1)c1ccc(Cl)cc1
    7	6	7	1	11	5	2	42	-1
- CCCCCCCCCCOC(=O)Cn1c(COc2cccc(OC)c2)[n+](C)c2ccccc21
    -19	65*	14	-2	19	-9	0	17	-30
- O=c1cc(Cn2ccnc2)c2cc(O)ccc2o1
    2	12	11	3	0	2	-2	-15	-2
- CC(=O)OC[C@]12CC[C@H]3[C@@](C)(CC[C@H]4C(C)(C)CCC[C@]34C)[C@@H]1C[C@@H](C1=CC(=O)O[C@@H]1OC(C)=O)O2
    -3	8	8	-3	/	/	/	/	11
- COc1ccc(NC(=O)COc2ccc(/C=C/c3cc[n+](C)cc3)cc2OC)cc1
    4	1	-17	1	-274	0	-26	13	10
- O=C(CSc1nnc(N2CCOCC2)n1-c1cccc(F)c1)N1CCN(c2ccccn2)CC1
    -2	-9	11	1	-5	-6	2	1	-3
- CSc1cccc(CN2CCN(CCC(C)C)C(CCO)C2)c1 (stereo not drawn)
    5	-6	4	2	7	2	0	11	18
- O=C(OCCOc1ccc(Cl)cc1)c1cc(S(=O)(=O)N2CCCCC2)ccc1N1CCOCC1
    /	/	/	/	-3	0	0	17	/
- O=C(CN1C(=O)NC2(CCOc3ccccc32)C1=O)c1ccc[nH]1 (stereo not drawn)
    -4	3	10	3	-9	1	-7	-9	0
- Cc1cc(Br)cc(/C=N/NC(=O)c2ccc3c(c2)OCO3)c1O
    -7	-10	22	-1	10	-11	0	-8	13
- COc1ccc(/C=N/Nc2nc(Nc3ccccc3)nc(N3CCCCC3)n2)c(OC)c1
    -5	7	22	-5	-12	-5	4	3	-14
- CC(=O)Nc1cccc(NC(=S)Nc2ccc(F)cc2F)c1
    1	7	5	5	2	-4	-4	9	-7
- COc1ccc(CCC(=O)N(C)CC(=O)Nc2ccc(Cl)c(C(F)(F)F)c2)cc1
    -12	27	20	-7	11	-2	4	20	-17
- O=C(Nc1c(Cl)ccc2nsnc12)c1cccnc1
    4	2	9	6	-14	-4	2	16	8

Compound profiles (already shown). Values in the order: SENP8 block-1, Apaf-1 inh, NLRP3 yeast inh, SENP7 block, SENP8 block-2, HKDC1 inh, SENP1 FRET inh, PfGluPho inh, SENP6 block
`Oc1ccc(Cl)cc1C1=NNC(c2cccs2)C1` (stereo not drawn) reads -4, 3, -12, -4, -91, -3, 4, -9, 3
`CC(=O)Nc1cccc(NC(=S)Nc2ccc(F)cc2F)c1` reads 1, 7, 5, 5, 2, -4, -4, 9, -7
`Cc1cc(Br)cc(/C=N/NC(=O)c2ccc3c(c2)OCO3)c1O` reads -7, -10, 22, -1, 10, -11, 0, -8, 13

Additional structures follow.
Values in the order – SENP8 block-1	Apaf-1 inh	NLRP3 yeast inh	SENP7 block	SENP8 block-2	HKDC1 inh	SENP1 FRET inh	PfGluPho inh	SENP6 block
- COc1ccc(-c2csc(N3CCN(c4cc5c(cc4Cl)nc(-c4ccncc4)n5CCOCCO)CC3)n2)cc1
    0	7	-1	-3	i	5	-24	36	18
- Cc1ccc(C(=O)Nc2nnc(CC(=O)N/N=C/c3ccc(O)c(O)c3)s2)cc1
    5	15	-7	-5	-23	33	-15	14	-24
- COc1ccc(N)c2c1C(=O)c1ccccc1C2=O
    /	/	/	/	29	-2	4	-3	/
- CCc1ccc2[nH]c(=O)c(CN(CCN(C)C)C(=S)NCc3ccco3)cc2c1
    0	6	0	0	-44	-3	-7	11	5
- NC(=O)C1CCN(C(=O)c2ccc(Oc3cc(Cl)cc(Cl)c3)o2)CC1
    0	-18	-6	5	28	-3	-1	1	-12
- COC(=O)c1cc(S(=O)(=O)NCC2CCN(CCc3cccs3)CC2)c[nH]1
    -3	-3	7	0	2	-3	-6	-12	10
- COc1ccc2[nH]c(=O)c(CN(CCO)S(=O)(=O)c3c(C)ccc4nsnc34)cc2c1
    2	8	6	-1	2	-1	-1	-24	4
- CCCCCC1CCC(c2n[nH]c(=S)n2C)CC1 (stereo not drawn)
    -9	11	45	-5	-25	-3	0	0	-8
- COc1ccc(Nc2ccccc2NC(=O)c2ccccc2Br)cc1
    0	5	34	4	11	5	4	5	-10
- COc1cccc(C(C(=O)NC(C)(C)C)N(C(=O)CCC(=O)Nc2cc(C)on2)c2ccc3c(c2)OCCO3)c1OC (stereo not drawn)
    5	1	1	1	3	0	0	8	-2
- CC(=O)Nc1ccc(C(=O)n2nc(C)cc2C)cc1
    5	-17	7	5	4	-4	2	-20	-1
- CCC(Sc1nc2ncccc2[nH]1)C(=O)NC1CCCC1 (stereo not drawn)
    -5	-4	5	11	4	9	-1	-14	-14
- CCOC(=O)C1(Cc2cccc(OC)c2)CCN(Cc2cccn2-c2nccs2)CC1
    -4	-2	17	-1	-1	-6	-3	1	-15
- Cc1nnc(SCC(=O)NCC2CCCO2)n1-c1ccccc1 (stereo not drawn)
    8	-5	-1	1	14	-5	0	-8	8
- O=C(NC(=O)c1c(Cl)cccc1Cl)Nc1ccc(Oc2cccnc2)nc1
    -5	1	7	-1	18	-2	-1	-5	-9
- N=c1n(CC(=O)c2ccc([N+](=O)[O-])cc2)c2ccccc2n1Cc1ccc(Cl)cc1
    -11	-2	10	-1	5	4	-24	50	-13
- Cc1nn(C(C)C(=O)O)c(C)c1[N+](=O)[O-] (stereo not drawn)
    -6	-5	2	-5	2	-7	2	2	-10
- COc1ccc([C@H]2CC(=O)C=C(c3cc(F)ccc3OC)C2)cc1
    3	6	21	-12	-17	8	2	7	-16
- Cc1ccc([C@H]2C(C(=O)O)=CC[C@@H](c3ccc(C)cc3)N2S(=O)(=O)c2ccc(C)cc2)cc1
    10	10	-2	-6	11	-1	1	-16	-14
- COc1ccc(C(=O)COC(=O)[C@H](C)NS(=O)(=O)c2ccc(NC(C)=O)cc2)cc1OC
    /	/	/	/	16	0	2	-12	/
- CCCCNC(=O)CSc1nnc(-c2ccc(S(=O)(=O)N3CCCC3)cc2)n1C
    -1	-1	5	3	6	-7	1	-1	-6
- COc1ccccc1CNC(=O)Cn1c(=O)oc2cc(S(=O)(=O)N3CCCC3)ccc21
    -13	2	-3	-14	12	-7	2	10	2
- NS(=O)(=O)c1ccc(NC(=S)NNC(=O)c2cccs2)cc1
    8	0	20	3	-31	-8	1	20	5
- O=C1[C@H]2[C@H](ON3CCCC[C@H]23)C(=O)N1c1cccc(C(F)(F)F)c1
    1	4	15	5	14	-10	0	3	11
- O=C(CN1C(=O)S/C(=C\c2ccccn2)C1=O)Nc1ccccc1
    7	-5	7	1	5	-4	-1	7	3
- O=C(NCCc1cn2ccccc2n1)c1cc(COc2ccc3ncccc3c2)on1
    0	-12	-5	-3	-19	2	-1	16	-10
- Cn1c(/C(C#N)=C/c2cccc(O)c2)nc2ccccc21
    -6	-2	11	-8	-92	0	-13	-18	5
- C=CCn1c(COc2ccccc2F)nnc1SCC(=O)NC(=O)NCc1ccco1
    -1	20	16	1	0	5	0	10	-22
- O=C(CSc1ccccc1)Nc1ccc(N2CCOCC2)c(F)c1
    -16	7	30	-4	12	4	2	0	10
- COC(=O)c1c(NC(=O)c2ccccc2)sc(Cc2ccccc2)c1C
    -15	17	17	-13	-270	-9	-1	-3	-15

New compounds follow.
Values in the order – SENP8 block-1	Apaf-1 inh	NLRP3 yeast inh	SENP7 block	SENP8 block-2	HKDC1 inh	SENP1 FRET inh	PfGluPho inh	SENP6 block
- COc1ccc(NC(=O)c2cc(C3CC3)nc3c2cnn3C(C)C)cc1OC
    5	1	30	1	-62	2	0	-5	6
- Cc1nn(C(C)C(=O)NC2CC2)c(=O)c2nn(-c3ccccc3)c(C)c12 (stereo not drawn)
    -11	-3	-5	-12	11	-8	0	-4	7
- CCC(CC)NC(=O)CN(c1ccccc1OC)S(=O)(=O)c1cccs1
    -1	-26	3	2	15	-8	1	-10	2
- COc1ccc2c3c([nH]c2c1)C1(NCC3)C(=O)Nc2ccccc21 (stereo not drawn)
    4	-17	-5	1	18	-2	-1	-13	5
- O=C(N/N=C(/CC(=O)c1cccs1)C(F)(F)F)c1ccc(O)cc1
    -10	-9	5	-10	29	16	14	-34	-30
- CCCn1cc(S(=O)(=O)c2ccc(Cl)cc2)c(=O)c2cc(OC)ccc21
    -7	0	6	-8	-45	-3	1	3	6
- COC(=O)c1ccc(C(=O)OC)c(NC(=O)COC(=O)C2CC2C)c1 (stereo not drawn)
    4	5	25	7	-123	-5	-3	-8	3
- COc1ccc(C(=O)c2oc3ccc(OC)cc3c2NC(C)=O)cc1
    7	0	26	0	-438	-5	-2	-8	-5
- N#CC(c1ccccn1)c1ncc(C(F)(F)F)cc1Cl (stereo not drawn)
    -1	4	26	0	24	5	-18	-7	-22
- CC1(NC(=O)Nc2cccc(Br)c2)CCS(=O)(=O)C1 (stereo not drawn)
    0	-4	10	-8	9	-8	0	16	-13
